Screening results from PubChem.
Nrf2 ARE act: activators of Nrf2 (ARE) signaling. 0.31% of 410,000 active. Potency, µM (series often up to 46.1 µM), inactives show top-dose activation, hits mostly activators. AID 624171. AREc32 ARE-luciferase reporter (MCF7-derived line), luminescence, 24 h; further: potency means the concentration at half of the fitted maximal effect; % of control where 0% means no effect; nearly all actives have a fitted effect of over 65% in size
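Reporter line AREc32 (ARE-Fluc), seeded overnight in OPTI-MEM with 5% FBS; compound pin-transferred, 24 hr at 37 deg C, 5% CO2; luminescent read-out.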
A549 viability: kills or reduces viability of A549 cells in Nrf2 counter-screen. A549 ARE-Fluc cells, CellTiter-Fluor viability, 18-24 h. 0.16% of 390,000 active. AID 504648. Potency, µM (doses to about 46 µM), without a hit: top-dose activity change, negative = cytotoxicity, usual class: inhibitors; further: potency means the concentration at half of the fitted maximal effect; on the % scale 0 is the no-effect control and ±100 the full control effect
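A549 ARE-Fluc cells in 5% FBS OPTI-MEM, 5000 cells/well, rested 2 h then exposed to compounds in concentration-response for 18-24 h at 37 °C. Viability by CellTiter-Fluor fluorescence (Ex 405/Em 525) after 30 min; luciferase luminescence (BugLite, 15 min, RT) read afterwards.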
EPAC2 agonist: activates human EPAC2 exchange factor. Potency, µM (titrated, usually from 154 µM), for inactives: at the highest dose activation, hits mostly activators. Q8WZA2. 0.079% of 360,000 active. EPAC2 activation, biochemical qHTS; response scale: 100% = 6.5 mM cAMP response; further: potency means the concentration at half of the fitted maximal effect; nearly all actives have a fitted effect of over 50% in size
Target sequence (Q8WZA2 whole entry, looked up): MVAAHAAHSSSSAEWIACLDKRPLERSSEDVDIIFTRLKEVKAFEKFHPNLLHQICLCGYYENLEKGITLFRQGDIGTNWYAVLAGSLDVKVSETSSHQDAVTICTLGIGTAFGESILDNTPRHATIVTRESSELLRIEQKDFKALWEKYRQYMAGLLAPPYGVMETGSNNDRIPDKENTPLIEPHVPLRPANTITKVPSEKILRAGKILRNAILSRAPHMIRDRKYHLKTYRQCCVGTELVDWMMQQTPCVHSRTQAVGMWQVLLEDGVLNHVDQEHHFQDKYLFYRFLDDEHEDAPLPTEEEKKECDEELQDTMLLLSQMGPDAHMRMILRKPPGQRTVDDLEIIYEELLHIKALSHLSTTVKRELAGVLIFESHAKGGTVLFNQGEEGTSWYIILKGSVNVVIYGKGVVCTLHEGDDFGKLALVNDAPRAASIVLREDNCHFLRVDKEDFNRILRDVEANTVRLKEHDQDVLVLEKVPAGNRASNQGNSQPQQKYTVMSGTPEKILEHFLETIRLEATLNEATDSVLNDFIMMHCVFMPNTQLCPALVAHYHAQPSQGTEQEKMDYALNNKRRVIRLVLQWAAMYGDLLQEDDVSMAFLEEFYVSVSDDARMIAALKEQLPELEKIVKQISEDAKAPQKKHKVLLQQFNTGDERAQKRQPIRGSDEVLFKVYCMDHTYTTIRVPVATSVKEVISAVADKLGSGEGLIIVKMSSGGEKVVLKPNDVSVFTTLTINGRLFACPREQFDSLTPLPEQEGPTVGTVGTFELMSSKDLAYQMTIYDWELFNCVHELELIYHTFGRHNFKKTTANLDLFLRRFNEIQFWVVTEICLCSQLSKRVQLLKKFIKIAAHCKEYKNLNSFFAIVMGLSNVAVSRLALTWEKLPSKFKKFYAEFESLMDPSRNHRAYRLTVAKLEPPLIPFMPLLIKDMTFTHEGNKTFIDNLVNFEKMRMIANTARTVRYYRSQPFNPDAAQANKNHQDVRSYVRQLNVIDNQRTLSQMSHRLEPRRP
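Nucleotide exchange monitored as fluorescence drop when BODIPY-GDP leaves Rap1B. Reaction: 100 nM EPAC2, 250 nM RAP1B-BODIPY-GDP, 50 uM GDP, room temperature, kinetic read over 30 min. Activity expressed relative to 6.5 mM cAMP.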
ATXN2 expr inh: ATXN2 expression inhibition. Potency, µM (series often up to 57 µM), for the others: top-dose activity change, negative = inhibition, hits mostly inhibitors. HEK-293 ATXN2-luciferase reporter, luminescence, 24 h. 0.72% of 360,000 active; further: potency means the concentration at half of the fitted maximal effect; on the % scale 0 is the no-effect control and ±100 the full control effect; nearly all actives have a fitted effect of over 55% in size
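ATXN2-luciferase reporter cells (luciferase flanked by upstream and downstream ATXN2 gene portions) were treated 24 h at 37 °C with compounds at up to 57 uM. SteadyGlo luminescence gave expression; GF-AFC fluorescence gave viability.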
IL2 activator: IL-2 activation | activation, % (series mostly up to about 46 µM) | 0.065% of 360,000 active | IL-2 activation reporter assay, cell-based qHTS; stimulated with anti-CD3/CD4/CD28 beads; in transgenic mouse T cells | AID 652025; in the data active means activation above about 50%; inconclusive means mostly about 30% to 49%; further: 0% is about no effect
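Readout is EGFP and DsRed signal by fluorescent plate cytometry after 18 h at 37 degrees C. Transgenic mouse T cells (750/well) received compound for 60 min before bead stimulation (anti-CD3, anti-CD4, anti-CD28); memory T cells served as non-tolerant control.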
S2 tox: reduces viability in counter-screen for ATXN expression inhibitors. S2 cells (HEK-293 line with an ATXN2-luciferase reporter) viability, CellTiter-Fluor protease fluorescence, 24 h. Potency, µM (series often up to 56.7 µM), most hits filed as cytotoxic. 0.49% of 400,000 active. AID 651635; further: potency means the concentration at half of the fitted maximal effect; nearly all actives have a fitted effect of over 40% in size
TGFb inhibitor: TGF-b pathway inhibition | HepG2 CAGA-GFP TGF-b/SMAD3 reporter, GFP fluorescence, 18 h; TGF-beta stimulated, 500 pg/mL final | 1.2% of 410,000 active | Potency, µM (top dose mostly 46.1 µM), for the others: at the highest dose activity, negative = inhibition, actives largely listed as inhibitors; further: potency means the concentration at half of the fitted maximal effect; on the % scale 0 is the no-effect control and ±100 the full control effect; nearly all actives have a fitted effect of over 65% in size
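GFP signal (ex488/em500-530) from TGF-beta-stimulated HEPG2 CAGA-GFP cells, 500 pg/mL final, 18 h at 37 degrees C in DMEM plus 1% FBS, normalized to unstimulated and DMSO-stimulated controls.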
Nrf2 inh: blocks Nrf2 signaling; Potency, µM (titrated, usually from 46 µM), for inactives: top-dose activity change, negative = inhibition, hits mostly inhibitors; A549 ARE-Fluc reporter, luciferase luminescence, 18-24 h; 2.1% of 360,000 active; further: potency means the concentration at half of the fitted maximal effect; on the % scale 0 is the no-effect control and ±100 the full control effect; nearly all actives have a fitted effect of over 60% in size
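Nrf2 activity is the BugLite luminescence, read 15 min after reagent at room temperature, following CellTiter-Fluor cytotoxicity readout (30 min, 37C). Compound titrations were applied for 18-24 h to 5000 A549 ARE_Fluc cells/well in 5% FBS OPTI-MEM.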
HepG2 tox: HepG2 cytotoxicity, counter-screen for TGF-b inhibitors | HepG2 CAGA-GFP viability, ATP luminescence, 18 h | Potency, µM (top dose mostly 46.1 µM), for the others: top-dose activity change, negative = cytotoxicity, actives largely listed as cytotoxic | 0.76% of 410,000 active; further: potency means the concentration at half of the fitted maximal effect; some results filed as inactive show a strong effect at the top dose
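HepG2 CAGA-GFP cells (1000/well, DMEM with 1% FBS) received compound, then TGF-beta at 500 pg/mL final, and were incubated 18 hours at 37 degrees C. Viability was read by CellTiter-Glo luminescence. Media-only wells were set as complete cell-killing and DMSO as no toxicity.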
* = called active by the depositor; i = inactive; ? = inconclusive; . = not tested or not shown; [ ] = another dose, or the depositor's remark. Unless noted, the call rests on the fitted dose curve; in most records, active means well fitted curve in the direction sought with a large enough effect; inconclusive means small, poorly fitted or top-dose-only effect, or another doubt; inactive means no such curve, though single readings can be large; an effect the other way counts as inactive or inconclusive. Outcome played no part in choosing rows, and some 4.3% of all compounds hit somewhere here.

Fields – Nrf2 ARE act	IL2 activator	HepG2 tox	Nrf2 inh	TGFb inhibitor	ATXN2 expr inh	A549 viability	S2 tox	EPAC2 agonist
> COC(=O)C1=C(C)N(Cc2ccccc2)C(=NCCc2cccnc2)N[C@H]1c1ccc(Br)cc1
    -5.0%	-0.8	16µM*	-8%	?	32µM*	1%	?	7%
> CC(C)CC(=O)N1CCN(c2ccc([N+](=O)[O-])cc2Cl)CC1
    -0.3%	-3.7	-15%	?	-12%	2%	-11%	i	2%
> CC(=O)N1CCOc2ccc(S(=O)(=O)N3CCC(C(=O)NCc4ccc(C)cc4)CC3)cc21
    0.1%	-1.7	-7%	-3%	13%	14%	1%	i	6%
> CC(=O)N(CC(C)C(=O)O)c1c(I)cc(I)c(N)c1I (stereo not given)
    -0.9%	0.3	9%	?	10%	8%	-3%	i	-1%
> O=C(O)CCC(=O)Nc1ccc(SSc2ccc(NC(=O)CCC(=O)O)cc2)cc1
    -0.2%	-3.3	-7%	7%	-18%	-2%	1%	i	6%
> CNC(=O)c1sc(-c2ccc(Cl)cc2)nc1C
    2.5%	0.6	-20%	24%	1%	62%[activator]	-10%	i	11%
> CCCCc1ccc(S(=O)(=O)Nc2cc(C)on2)cc1
    -0.5%	-3.7	-11%	13%	-2%	-5%	7%	i	0%
> CC(C)Cc1nc2sc3c(SCC(N)=O)ncnc3c2c2c1CCC2
    -0.5%	1.8	41%	3%	0%	-18%	29%	.	-2%
> NNC(=O)c1[nH]c2ccc(Cl)cc2c1-c1ccccc1
    2.9%	-0.2	-19%	9%	?	-18%	-21%	i	10%
> O=C(Nc1cccc(S(=O)(=O)N2CCCCCC2)c1)C1CCN(C(=O)c2ccc(Cl)cc2)CC1
    -0.9%	-2.0	6%	?	?	?	?	?	8%
> O=C(c1ccc2c(c1)OCCCO2)N1CCCCC1
    2.6%	0.4	29%	5%	24%	24%	2%	?	4%
> COc1ccc(/C=C/CN2CCC(CO)(Cc3ccccc3Cl)CC2)cc1
    12%	0.2	-30%	25%	?	-5%	4%	i	-1%
> O=C(COC(=O)CCNS(=O)(=O)c1ccccc1)Nc1ccc(OC(F)F)cc1
    -2.0%	0.4	0%	10%	3%	9%	0%	i	1%
> CCOc1ccc(N(CC(=O)Nc2ccc(C)c(C)c2)S(=O)(=O)c2c(C)[nH]c(=O)[nH]c2=O)cc1
    0.5%	0.0	-12%	7%	-13%	7%	-2%	i	0%
> Cc1cc(Cl)ccc1NS(=O)(=O)c1cc2[nH]c(=O)c(=O)[nH]c2cc1C
    0.0%	.	-1%	?	0%	15%	-3%	i	.
> OCC1(Cc2ccccc2)CCN(C2CCN(c3ccc(F)c(F)c3)CC2)CC1
    0.5%	-1.7	-15%	7%	1%	-32%	?	?	16%
> Cc1cccc(C)c1OCCN1CCCC1
    0.0%	0.2	-1%	10%	9%	-7%	-4%	i	1%
> Cc1ccc2n(n1)c(=O)c(Cc1ccccc1)c([O-])[n+]2-c1ccccc1
    0.4%	-3.1	4%	12%	5%	1%	-8%	i	3%
> CCCC(=O)NCCc1nc2ccccc2n1CC(=O)c1ccccc1
    -0.2%	0.2	-43%	-2%	-9%	1%	-2%	i	14%
> CCc1ccc(NC(=O)CSc2nnc(-c3cnccn3)n2C)cc1
    0.2%	1.6	3%	8%	5%	12%	0%	i	7%
> Cc1c(C#N)c(O)n(CCO)c(=O)c1N=Nc1ccc2c(c1)COC2=O
    26%	1.2	-7%	5%	1%	-1%	2%	?	9%
> CN(Cc1ccccc1)C(=O)CSc1n[nH]c(N)n1
    0.3%	3.4	-3%	7%	-8%	-3%	-4%	?	7%
> Cc1sc2ncnc(N3CCC(C(=O)N(C)CC(=O)Nc4ccccc4Cl)CC3)c2c1C
    -1.8%	-4.5	-66%	23µM*	-19%	-34%	?	i	5%
> CC(C)c1cccc(-c2ccc3c(c2)S(=O)(=O)c2cccc(C(=O)NCc4ccccc4)c2C3=O)c1
    -0.2%	-3.9	-23%	-15%	0%	-27%	-2%	i	-1%
> CNC(=O)c1ccsc1NC(=O)CS(=O)(=O)c1ccc(F)cc1
    -0.5%	1.1	-2%	.	?	.	.	i	3%
> CC1CCCN(Cc2nc3c(c(=O)n(C)c(=O)n3C)n2CCCc2ccccc2)C1 (stereo not given)
    -1.0%	-0.3	-7%	-25%	-19%	1%	-11%	i	6%
> O=C(CCN1C(=O)c2ccccc2S1(=O)=O)NCc1ccccc1Cl
    0.2%	-1.1	1%	13%	-2%	10%	1%	i	1%
> Cc1ccc(NC(=O)NCc2cccnc2)cc1C
    0.5%	-3.8	9%	-9%	0%	11%	2%	i	1%
> COc1cccc(NC(=O)c2ccc3snnc3c2)c1
    3.5%	-0.6	-5%	3%	3%	45%	-4%	i	6%
> COc1ccc(NC(=O)c2cccnc2)cc1
    0.6%	-0.5	-13%	-5%	-17%	6%	2%	i	4%
> COC(=O)CC(NC(=O)c1cccs1)c1ccc(OC)c(OC)c1 (stereo not given)
    0.4%	1.6	-5%	-3%	7%	-14%	-1%	i	5%
> COc1nc(OC)nc(N2CCC(C(=O)Nc3cccc4ccccc34)CC2)n1
    0.3%	0.4	-8%	-11%	-7%	-7%	-8%	i	-8%
> CCOC(=O)/C(C#N)=C/c1cn(CCC(=O)O)nc1-c1ccc(Br)cc1
    3.0%	0.2	12%	-6%	6%	-19%	0%	i	12%
> CN(C)CCCOC(=O)c1ccc(Br)cc1
    0.4%	-0.3	0%	1%	-13%	3%	-3%	i	4%
> CCN(c1ccccc1)S(=O)(=O)c1ccc(NC(=O)c2nc(SC(C)C)ncc2Cl)cc1
    -0.3%	.	-24%	-23%	-8%	-13%	-12%	?	.
> O=C(NC1CCN(Cc2ccccc2)CC1)c1ccc(CS(=O)c2ccc(F)cc2)o1 (stereo not given)
    -0.4%	-3.3	2%	-6%	8%	-8%	-2%	i	4%
> COCCCNC(=O)c1cc(Sc2ccc(F)cc2)nc2ccccc12
    5.0%	0.0	-3%	0%	-5%	2%	-1%	i	-5%
> C=CCNC(=O)C1CCN(c2nc(C)cc(-c3ccccc3)n2)CC1
    1.2%	4.7	-12%	?	-12%	60%[activator]	-6%[1.84 µM]	i	12%
> CCOc1ccc(OCCC(=O)N2CCc3cc(OC)c(OC)cc3C2)cc1
    3.1%	0.5	1%	-9%	-19%	-22%	-7%	i	5%
> O=C(COc1ccccc1)OCC(=O)N1CCCc2ccccc21
    0.1%	-2.0	-2%	3%	-2%	-6%	-12%	i	6%
> O=C(Nc1cccc2cccnc12)c1cc(F)c(F)cc1Cl
    3.6%[9.22 µM]	-3.0	-12%	?	28%	4%	-17%	i	3%
> O=C(NCCCn1ccnc1)c1nn2c(C(F)(F)F)cc(-c3ccccc3)nc2c1Cl
    2.9%	-2.8	-11%	-9%	-5%	-25%	1%	i	9%
> Cc1ccc(NS(=O)(=O)c2ccc(C(C)(C)C)cc2)cn1
    0.2%	6.2	7%	-13%	-1%	3%	-7%	i	13%
> Cc1c(-c2ccccc2)oc2c(C(=O)N3CCN(c4ccc([N+](=O)[O-])cc4)CC3)cccc2c1=O
    0.1%	-0.3	10%	?	-16%	7%	-16%	i	-2%
> N#Cc1cc([N+](=O)[O-])ccc1N1CCCC1
    -1.1%	-0.3	13%	-9%	7%	-12%	-15%	?	0%
> Cc1nn(-c2cccc([N+](=O)[O-])c2)c(N)c1-c1ccccc1
    4.2%	-0.5	5%	-19%	-15%	66%[activator]	3%	i	11%
> Cc1ccc(CN(C(=O)c2ccco2)C2CCS(=O)(=O)C2)cc1 (stereo not given)
    -0.1%	-1.4	0%	-1%	-1%	-3%	2%	i	6%
> O=C(CSc1nnc(CNC(=O)c2c(F)cccc2Cl)o1)Nc1ccccc1
    -0.3%	0.4	-10%	8%	21%	8%	4%	i	8%
> Cc1cccc(C)c1NC(=S)N(CCN(C)C)Cc1cccs1
    0.0%	-1.5	5%	10%	-8%	-6%	-1%	i	2%
> CCOc1ccc(S(=O)(=O)N2CCCC(C(=O)N3CCOCC3)C2)cc1 (stereo not given)
    0.1%	0.4	-2%	-15%	-1%	-5%	1%	?	-1%
> COc1ccc(-c2cc(C(=O)Nc3sc4c(c3C#N)CCCC4)c3ccccc3n2)cc1
    2.8%	2.6	-18%	-3%	-18%	3%	-7%	i	6%
> CCOC(=O)c1sc2ccccc2c1OC(=O)c1ccc(C)cc1
    0.6%	-0.4	27%	?	25%	-25%	-3%	i	-3%
> CC(NC(N)=O)C(=O)Nc1ccc(Cl)c(S(=O)(=O)Nc2ccc(Br)cc2)c1 (stereo not given)
    -0.4%	-0.3	-9%	-28%	10%	7%	-7%	i	3%
> CCNC(=O)C1(C)CCN(C(=O)c2ccccc2OC(F)(F)F)C1 (stereo not given)
    -0.1%[9.22 µM]	4.3	-5%	.	-10%	2%	.	i	3%

Some of these compounds in order of formula weight, low to high.
Fields – Nrf2 ARE act	IL2 activator	HepG2 tox	Nrf2 inh	TGFb inhibitor	ATXN2 expr inh	A549 viability	S2 tox	EPAC2 agonist
> Cc1ccc2n(n1)c(=O)c(Cc1ccccc1)c([O-])[n+]2-c1ccccc1
    0.4%	-3.1	4%	12%	5%	1%	-8%	i	3%
> O=C(NC1CCN(Cc2ccccc2)CC1)c1ccc(CS(=O)c2ccc(F)cc2)o1 (stereo not given)
    -0.4%	-3.3	2%	-6%	8%	-8%	-2%	i	4%
> CC(NC(N)=O)C(=O)Nc1ccc(Cl)c(S(=O)(=O)Nc2ccc(Br)cc2)c1 (stereo not given)
    -0.4%	-0.3	-9%	-28%	10%	7%	-7%	i	3%
